Assay outcomes from PubChem.
DAX1 inh-1: inhibitors of human orphan nuclear receptor DAX1 (NR0B1) | P51843 | HEK293 Gal4-DAX1 luciferase reporter, luminescence | 340,000 tested, 0.99% active | inhibition, % at 6.75 µM | AID 504766;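 active = inhibition above the mean over all tested compounds plus 3 SD, cut at about 4.2% in these data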;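 note: 0% = DAX1-transfected cells with DMSO and 100% = empty-vector control cells with DMSO; inhibition shows as a rise in luminescence from relieved DAX1 repression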
Target sequence (P51843 207-470 limits assumed): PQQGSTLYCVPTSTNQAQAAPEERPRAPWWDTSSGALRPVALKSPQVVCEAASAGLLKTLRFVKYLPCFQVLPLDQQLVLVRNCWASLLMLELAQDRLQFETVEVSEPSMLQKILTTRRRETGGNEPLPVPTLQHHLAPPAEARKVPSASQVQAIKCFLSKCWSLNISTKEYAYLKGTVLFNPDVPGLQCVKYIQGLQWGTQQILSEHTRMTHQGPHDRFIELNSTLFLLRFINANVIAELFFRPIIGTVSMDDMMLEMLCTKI
hgDAF12 agonist: hgDAF-12 agonism, primary luciferase screen; HEK293 GAL4-hgDAF12 UAS-luciferase reporter, agonist luminescence; normalized to butyrate control; activation, % at 6.8 µM; 370,000 tested, 1.8% active; AID 687014;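 active = activation above a cutoff set at the mean of all screened compounds plus 3 SD, cut at about 10% in these data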;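 note: 0% = DMSO wells and 100% = sodium butyrate wells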
ADAM10 inh: inhibits human ADAM10 | inhibition, % at 7 µM | O14672 | 370,000 tested, 0.62% active | recombinant ADAM10, EDANS/DABCYL FRET peptide cleavage, 3 h;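 active = inhibition above a per-campaign cutoff equal to the mean of compounds falling between control-based bounds plus 3 SD, cut at about 20% in these data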;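 note: 0% = DMSO wells while the 100% control is not disclosed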
ADAM17 inh: inhibitors of human ADAM17 | inhibition, % at 6.95 µM | recombinant ADAM17, EDANS/DABCYL FRET peptide cleavage | AID 720648 | 370,000 tested, 0.83% active;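 active = inhibition above the mean of compounds lying between control limits plus 3 SD, set per campaign, cut at about 8.5% in these data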;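 note: 0% = DMSO-only wells as the low control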
Target sequence (P78536 215-824 limits assumed): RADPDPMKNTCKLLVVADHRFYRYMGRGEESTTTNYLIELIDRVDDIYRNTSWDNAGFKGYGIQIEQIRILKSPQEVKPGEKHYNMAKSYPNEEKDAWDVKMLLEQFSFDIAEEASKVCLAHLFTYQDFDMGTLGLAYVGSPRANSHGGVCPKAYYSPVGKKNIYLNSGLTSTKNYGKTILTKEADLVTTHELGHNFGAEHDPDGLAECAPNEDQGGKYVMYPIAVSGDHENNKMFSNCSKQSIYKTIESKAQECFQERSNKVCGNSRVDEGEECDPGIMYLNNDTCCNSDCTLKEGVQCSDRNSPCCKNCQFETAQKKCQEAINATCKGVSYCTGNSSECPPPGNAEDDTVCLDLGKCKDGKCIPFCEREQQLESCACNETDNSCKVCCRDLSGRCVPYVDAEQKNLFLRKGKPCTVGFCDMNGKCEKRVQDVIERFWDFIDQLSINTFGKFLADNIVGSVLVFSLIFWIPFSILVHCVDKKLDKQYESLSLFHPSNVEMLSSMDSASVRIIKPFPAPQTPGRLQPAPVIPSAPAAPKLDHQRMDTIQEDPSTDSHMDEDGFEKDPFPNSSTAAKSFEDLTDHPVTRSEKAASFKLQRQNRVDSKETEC
PLCg1 inh: inhibitors of human phospholipase C gamma1 | AID 720700 | P19174 | 370,000 tested, 0.84% active | inhibition, % at 12.2 µM | purified PLC-gamma1, fluorogenic substrate, fluorescence; in the data active = inhibition above about 9.5%
FXN GAA850 act: increases GAA850 frataxin promoter reporter activity | 360,000 tested, 0.56% active | activation, % at 6 µM | HEK293 lucGAA850 FXN promoter luciferase reporter, 24 h; percent of 10 µM SAHA response;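 active = activation above the average of all compounds screened plus 3 SD, cutoff fixed separately per campaign, cut at about 7.5% in these data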;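 note: 0% = DMSO wells and 100% = 10 µM SAHA wells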
HGIII-sPLA2 inh: Blocks human group III sPLA2 activity. inhibition, % at 12.2 µM. QFRET BODIPY PC-A2 liposome hydrolysis, fluorescence. 370,000 tested, 0.56% active;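 active = inhibition above mean plus 3 SD of compounds lying within the high and low control bounds, cut at about 19% in these data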;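 note: 0% = median of test compound wells and 100% = no enzyme DMSO wells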
hcDAF12 agonist: activates DAF-12 receptor from parasite H. contortus | HEK293 hcDAF-12 lit1-tk-luc reporter, luminescence; 0% DMSO, 100% Δ7-dafachronic acid | activation, % at 6.8 µM | 370,000 tested, 1.4% active | AID 652067;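 active = activation above the mean of all tested compounds plus 3 SD, cut at about 5.5% in these data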;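 note: 100% = response to 3 µM Δ7-dafachronic acid high control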
PLCb3 inh: blocks human PLC-beta3 enzyme activity; Q01970; Purified PLC-beta3, fluorogenic substrate, fluorescence; inhibition, % at 12.2 µM; 370,000 tested, 0.18% active; AID 720704; in the data active = inhibition above about 11%;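 note: 0% = median of compound wells on plate and 100% = full blocker control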
DAX1 inh-2: DAX1 (NR0B1) inhibition, primary screen. HEK293T StAR-luciferase reporter, SF-1/DAX-1 repression relief. AID 652010. inhibition, % at 6.8 µM. 370,000 tested, 1.1% active;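 active = inhibition above the mean over all tested compounds plus 3 SD, cut at about 3.6% in these data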;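 note: 0% = DAX-1 cells with DMSO and 100% = cells lacking DAX-1 with DMSO; higher inhibition means more luminescence from relief of DAX-1 repression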
ssDAF-12 act: activates DAF-12 receptor from parasite S. stercoralis; HEK293 ssDAF-12/GRIP1 lit1-tk-luc reporter, luminescence; % of 3 µM dafachronic acid response; activation, % at 6.8 µM; 370,000 tested, 1% active; AID 652126;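 active = activation above the mean over all tested compounds plus 3 SD, cut at about 0.9% in these data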;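 note: 0% = DMSO-only wells and 100% = 3 µM delta7-dafachronic acid wells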
Active calls of the source: *; . = not tested or not shown.

[1] Cc1ccsc1C(=O)OCC(=O)NCc1ccccc1
[2] CCOc1cc(Br)c(Br)c(C=Nc2ccc(NC(C)=O)cc2)c1O
[3] COc1cccc(OC)c1C(=O)NC(=S)N1CCOCC1
[4] O=C(Nc1sc2c(c1C(=O)O)CCCCC2)c1cccs1
[5] COc1ccc(NC(=O)CSc2nnc3ccc(-c4ccncc4)nn23)cc1
[6] CC(=O)Nc1ccc(OCC(=O)NCc2ccc(C)cc2)cc1

assay / entry | 1 | 2 | 3 | 4 | 5 | 6
DAX1 inh-1 | 1.9 | -0.9 | 0.3 | 2.5 | -0.5 | 0.3
hgDAF12 agonist | 4.9 | -0.3 | -0.8 | 10 | 6.8 | 1.5
ADAM10 inh | 0 | -8 | -2 | -6 | -1 | -6
ADAM17 inh | -2 | -2 | -3 | -3 | 0 | -6
PLCg1 inh | -1 | 2 | 0 | -145 | -1 | -1
FXN GAA850 act | 3.6 | -0.5 | 2.6 | 1.4 | -1.9 | 2.2
HGIII-sPLA2 inh | -6 | 14 | 3 | -7 | -2 | 5
hcDAF12 agonist | 2.5 | -1.9 | -1.0 | 4.5 | -1.6 | 0.8
PLCb3 inh | 2 | 1 | -2 | -180 | -5 | -9
DAX1 inh-2 | 1.5 | -0.4 | 0.0 | 2.5 | 0.5 | -1.1
ssDAF-12 act | 0.2 | -1.0 | -1.6 | 1.0* | -1.5 | -0.9

[7] O=C(NC1CC1)c1cc(OCC(F)(F)F)ccc1OCC(F)(F)F
[8] COc1cc(CNCCO)cc(Cl)c1OCc1ccc(Cl)cc1Cl
[9] COc1ccc(NC(=O)CN(C)C2CCS(=O)(=O)C2)cc1 (stereo not given)
[10] COc1cc(NC(c2ccccc2)c2ccccc2)cc(OC)c1OC
[11] COc1ccc([C@H]2CC(=O)C=C(c3c(C)cc(C)cc3C)C2)cc1
[12] CC(=O)Nc1ccc(NC(=O)c2ccc(S(=O)(=O)N3CCCCCC3)cc2)cc1

assay / entry | 7 | 8 | 9 | 10 | 11 | 12
DAX1 inh-1 | 1.5 | -0.3 | 3.3 | -0.6 | 0.8 | 0.6
hgDAF12 agonist | -3.0 | -0.8 | -2.4 | -4.2 | -0.1 | -0.4
ADAM10 inh | 8 | 5 | 0 | 4 | -1 | -3
ADAM17 inh | 4 | 4 | -1 | 0 | 0 | -4
PLCg1 inh | 2 | 3 | 0 | 6 | -6 | 2
FXN GAA850 act | 0.6 | -0.2 | -0.9 | 0.1 | 1.9 | -0.6
HGIII-sPLA2 inh | -3 | -9 | 0 | 10 | 6 | 9
hcDAF12 agonist | -2.0 | 1.2 | 0.0 | -0.6 | -2.2 | -1.4
PLCb3 inh | -3 | 0 | -2 | -4 | -9 | -2
DAX1 inh-2 | -0.7 | -0.1 | -1.0 | 0.6 | 0.3 | 0.1
ssDAF-12 act | -1.0 | -0.6 | -1.1 | -1.4 | -1.2 | 0.1

[13] COc1cc(/C=C2\N=C(c3c(-c4ccccc4)noc3C)OC2=O)ccc1OC(C)=O
[14] CCCN(CC(=O)Nc1ccccc1OC)C(=O)c1ccncc1
[15] CCOc1ccccc1NC(=O)Nc1ccc(CC#N)cc1
[16] CC1(C)CN(c2ccccc2)N(Cc2ccc(F)cc2)C1=O
[17] CCC(=O)N/C(=N/c1nc(C)cc(C)n1)Nc1cccc(OC)c1
[18] CCC(C)(C)n1nnnc1C(c1ccc(O)c(OC)c1)N1CCc2ccccc2C1 (stereo not given)

assay / entry | 13 | 14 | 15 | 16 | 17 | 18
DAX1 inh-1 | -1.2 | -0.2 | -1.0 | -1.2 | -1.0 | -1.1
hgDAF12 agonist | -1.1 | -0.7 | -1.4 | -0.4 | -1.7 | -1.4
ADAM10 inh | 8 | -11 | 1 | -4 | -1 | -2
ADAM17 inh | -4 | -2 | -1 | -7 | 2 | -4
PLCg1 inh | -5 | -1 | 3 | 1 | 5 | -5
FXN GAA850 act | 0.1 | 3.2 | 1.6 | 0.7 | 1.1 | -1.5
HGIII-sPLA2 inh | 5 | 1 | -1 | 6 | -6 | -4
hcDAF12 agonist | -2.4 | -0.4 | -2.3 | -2.0 | -0.2 | -0.2
PLCb3 inh | -10 | -8 | -7 | -2 | 5 | -5
DAX1 inh-2 | -0.3 | 0.1 | -0.4 | -2.1 | 0.8 | -0.3
ssDAF-12 act | -1.5 | -0.7 | -1.8 | -2.1 | -1.2 | -1.2

Some of these compounds in order of the ssDAF-12 act value, lowest first.
No. | compound | DAX1 inh-1 | ADAM10 inh | ADAM17 inh | PLCg1 inh | HGIII-sPLA2 inh | hcDAF12 agonist | PLCb3 inh | DAX1 inh-2 | ssDAF-12 act
15 | CCOc1ccccc1NC(=O)Nc1ccc(CC#N)cc1 | -1.0 | 1 | -1 | 3 | -1 | -2.3 | -7 | -0.4 | -1.8
13 | COc1cc(/C=C2\N=C(c3c(-c4ccccc4)noc3C)OC2=O)ccc1OC(C)=O | -1.2 | 8 | -4 | -5 | 5 | -2.4 | -10 | -0.3 | -1.5
14 | CCCN(CC(=O)Nc1ccccc1OC)C(=O)c1ccncc1 | -0.2 | -11 | -2 | -1 | 1 | -0.4 | -8 | 0.1 | -0.7

Going on with the list.
[19] O=C(COc1ccccc1Cc1ccccc1)Nc1cccc(S(=O)(=O)N2CCOCC2)c1
[20] CCC1=C(c2ccc(C)cc2)S(=O)(=O)N=C1N1CCC(C(=O)NCCCN2CCCCC2C)CC1 (stereo not given)
[21] CCCn1c(=O)c(C(=O)NCCc2ccc(OC)c(OC)c2)c(O)c2ccccc21
[22] O=[N+]([O-])c1cc(S(=O)(=O)N2CCOCC2)ccc1OCc1ccccc1C(F)(F)F
[23] CC1=C(C(=O)OCC2CCCO2)C(c2cccc(O)c2)NC(=O)N1 (stereo not given)
[24] CCOC(=O)C1CCCN(C(=O)c2ccccc2OC(F)(F)F)CC1 (stereo not given)

assay / entry | 19 | 20 | 21 | 22 | 23 | 24
DAX1 inh-1 | -0.3 | 0.1 | 0.7 | 0.2 | -0.3 | .
hgDAF12 agonist | -2.9 | 1.5 | 0.2 | 1.3 | -2.2 | 6.6
ADAM10 inh | -6 | -9 | 0 | -3 | -2 | -5
ADAM17 inh | 6 | -1 | 0 | -8 | -2 | -1
PLCg1 inh | 2 | -2 | 2 | 0 | -2 | 1
FXN GAA850 act | 1.2 | -0.1 | 3.1 | 0.0 | 0.7 | 1.4
HGIII-sPLA2 inh | -20 | 0 | -1 | 8 | -2 | 2
hcDAF12 agonist | -0.6 | 0.9 | -0.8 | -1.8 | -1.2 | -0.7
PLCb3 inh | -5 | -10 | -5 | -11 | 1 | 5
DAX1 inh-2 | -1.8 | 2.7 | -0.3 | 0.4 | 0.5 | 0.8
ssDAF-12 act | -1.3 | -1.4 | -0.5 | -0.9 | -1.2 | -1.0

Quoted at random: five compounds from above, in no set order.
[14] CCCN(CC(=O)Nc1ccccc1OC)C(=O)c1ccncc1
[17] CCC(=O)N/C(=N/c1nc(C)cc(C)n1)Nc1cccc(OC)c1
[4] O=C(Nc1sc2c(c1C(=O)O)CCCCC2)c1cccs1
[2] CCOc1cc(Br)c(Br)c(C=Nc2ccc(NC(C)=O)cc2)c1O
[1] Cc1ccsc1C(=O)OCC(=O)NCc1ccccc1

assay / entry | 14 | 17 | 4 | 2 | 1
DAX1 inh-1 | -0.2 | -1.0 | 2.5 | -0.9 | 1.9
hgDAF12 agonist | -0.7 | -1.7 | 10 | -0.3 | 4.9
ADAM10 inh | -11 | -1 | -6 | -8 | 0
ADAM17 inh | -2 | 2 | -3 | -2 | -2
PLCg1 inh | -1 | 5 | -145 | 2 | -1
FXN GAA850 act | 3.2 | 1.1 | 1.4 | -0.5 | 3.6
HGIII-sPLA2 inh | 1 | -6 | -7 | 14 | -6
hcDAF12 agonist | -0.4 | -0.2 | 4.5 | -1.9 | 2.5
PLCb3 inh | -8 | 5 | -180 | 1 | 2
DAX1 inh-2 | 0.1 | 0.8 | 2.5 | -0.4 | 1.5
ssDAF-12 act | -0.7 | -1.2 | 1.0* | -1.0 | 0.2
